High-throughput results from PubChem BioAssay.
ABHD5 PLIN5 PPI – ABHD5-PLIN5 protein interaction inhibition; Split G. princeps luciferase complementation, luminescence, 4 h; inhibition, % at 4 µM; Q00G26+Q8WTS1; actives 0.78% (n = 360,000);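 active means inhibition above the mean inhibition across every tested compound plus 3 SD, cut at about 22% in these data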;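 further: 0% = DMSO only wells and the 100% control is not disclosed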
MC4R ag barr – agonists of human melanocortin 4 receptor (MC4R) beta-arrestin; P32245; U2OS MC4R beta-arrestin complementation, luminescence; percent of melanotan II response, DMSO zero; activation, % at 8.9 µM; actives 0.98% (n = 360,000); AID 540308;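 active means activation above a per-plate cutoff, the mean activation of sample wells on that plate plus 3 SD, cut at about 8% in these data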
Target sequence (P32245 whole entry, looked up): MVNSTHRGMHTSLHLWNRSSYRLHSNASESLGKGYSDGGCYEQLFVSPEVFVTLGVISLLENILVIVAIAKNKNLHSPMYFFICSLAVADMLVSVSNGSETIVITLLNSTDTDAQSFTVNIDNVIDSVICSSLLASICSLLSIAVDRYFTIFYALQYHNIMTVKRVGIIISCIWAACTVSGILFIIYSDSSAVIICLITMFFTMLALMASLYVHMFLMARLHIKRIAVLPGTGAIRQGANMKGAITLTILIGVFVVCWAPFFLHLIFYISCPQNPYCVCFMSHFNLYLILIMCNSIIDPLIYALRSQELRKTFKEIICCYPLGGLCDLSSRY
HTR2A ag – activates the mouse 5-HT2A serotonin receptor; activation, % at 7.6 µM; AID 624169; CHO-K1 mHTR2A beta-arrestin complementation, luminescence; percent of 30 µM serotonin response; actives 0.66% (n = 360,000); P35363;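 active means activation above a run cutoff, the mean activation of all tested compounds plus 3 SD, cut at about 14% in these data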;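 further: 0% = plate median of compound wells and 100% = 30 µM serotonin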
Target sequence (P35363 whole entry, looked up): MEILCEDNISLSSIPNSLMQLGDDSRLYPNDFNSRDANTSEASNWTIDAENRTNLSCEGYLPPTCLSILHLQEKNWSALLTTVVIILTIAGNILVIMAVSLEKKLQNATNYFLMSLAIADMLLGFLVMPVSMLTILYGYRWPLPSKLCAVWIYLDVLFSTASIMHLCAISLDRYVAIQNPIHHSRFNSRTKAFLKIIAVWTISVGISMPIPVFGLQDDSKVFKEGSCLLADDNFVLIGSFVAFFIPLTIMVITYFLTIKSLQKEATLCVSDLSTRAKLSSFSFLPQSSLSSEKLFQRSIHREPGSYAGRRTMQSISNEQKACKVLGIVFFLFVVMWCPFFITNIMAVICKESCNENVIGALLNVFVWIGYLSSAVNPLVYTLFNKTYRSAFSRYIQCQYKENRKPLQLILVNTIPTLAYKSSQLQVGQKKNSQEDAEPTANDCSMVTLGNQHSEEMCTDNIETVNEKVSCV
CaV13 FRET inh – Primary screen for inhibitors of IQ motif and Ca2+-dependent inactivation inhibitor domain binding in CACNA1D, Förster resonance energy transfer in living cells, …; HEK cells, CFP/YFP FRET ICDI-IQ, plate reader, 10 min; percent FRET-ratio fall versus neutral wells; inhibition, % at 12.3 µM; actives 0.098% (n = 340,000);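 active means mean replicate inhibition of at least 30% and at least 1% of replicates passing that level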;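 further: 0% = median of the neutral control wells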
Exocytosis inh – blocks lytic granule exocytosis; TALL-104 LAMP-1 surface exposure, flow cytometry; cells stimulated with thapsigargin and PMA; inhibition, % at 10 µM; AID 651702; actives 0.66% (n = 360,000);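 active means inhibition above about 55%, limit read from the data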
H9c2 protect – protects H9c2 cardiomyocytes from peroxide injury; H2O2 injury protection, ATPLite, 2 h; protection from H2O2 cell death, % at 20 µM; actives 0.63% (n = 360,000);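 active means compounds giving at least 50% protection of heart cells from peroxide-induced death in the single-dose screen, raw or plate-pattern-corrected value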;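 further: 0% = DMSO wells with peroxide and 100% = DMSO wells without peroxide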
N-glyco inh – N-linked glycosylation inhibition; AID 588692; D54 ERlucT glycosylation luciferase reporter, 24 h; percent of 100 nM tunicamycin response; reporter increase, % at 12.5 µM; actives 0.23% (n = 360,000);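 active means mean luciferase reporter signal, scaled so untreated is 0 and the glycosylation-blocking control 100, at or above a set limit in every replicate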;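 further: luciferase carries N-glycosylation sites so blocking glycosylation raises the light; 0% = median of neutral control wells and 100% = median of 100 nM tunicamycin wells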
PDI inh – PDI (human) enzyme inhibition. P07237. PDI insulin aggregation turbidity, A650, 90 min. inhibition, % at 10 µM. actives 0.052% (n = 350,000). AID 588391;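 active means mean inhibition across replicates of 30% or more, whatever share of single replicates reach that level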;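 further: absorbance from insulin aggregation driven by PDI reduction with DTT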
ABCB6 inh 2 – inhibitors of human ABC transporter ABCB6; Q9NP58; K562-ABCB6 porphyrin accumulation, flow cytometry, 1 h; active compounds read low; fluorescence ratio to DMSO, % at 10 µM; actives 0.19% (n = 360,000); AID 602162;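 active means fluorescence ratio to DMSO below 75%, the collection mean minus 3 SD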;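 further: signal is porphyrin accumulated inside mitochondria; 100% equals median channel fluorescence of DMSO control wells; lower ratio means ABCB6 inhibition with less porphyrin fluorescence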
MC4R antagonist – blocks human MC4R cAMP signaling; P32245; MC4R-expressing cells, MTII-stimulated cAMP, LANCE TR-FRET; inhibition, % at 6.5 µM; actives 0.48% (n = 360,000); AID 540295;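 active means inhibition above its plate's cutoff, the mean of tested wells on that plate plus 3 SD, cut at about 29% in these data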;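 further: 0% = Melanotan II alone and 100% = Melanotan II plus saturating MCL0020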
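system = U2OS cells with stable human MC4R expression | also added = Melanotan II challenge after compound preincubation | dosing = one concentration, 6.5 µM nominal | incubation = compound 30 min, challenge 1 h, detection 1 h | measured by = TR-FRET with Eu-cAMP and labeled anti-cAMP, 671 nm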
Active calls of the source: *; x = not tested or not shown; & = joins results of further samples; ! = not confirmed by another sample. The list is partial. The share of hits here may be higher or lower than overall.

SMILES	PDI inh	ABHD5 PLIN5 PPI	CaV13 FRET inh	HTR2A ag	N-glyco inh	H9c2 protect	Exocytosis inh	ABCB6 inh 2	MC4R ag barr	MC4R antagonist
O=C1NCN(c2ccccc2)C12CCN(C(c1cc3ccccc3o1)c1nnnn1C1CCCCC1)CC2 (configuration not stated)	x	0	-6	5	-2	-12	-5	96	x	x
COc1cc2c(cc1OC)C1C(=O)c3ccc4c(c3OC1CO2)CC(C(C)C)O4 (configuration not stated)	-2	17	-6	13	-5	-18	4	88	0.5	7
CN1OC[C@@H]2CN[C@H](c3ccccc3Br)C[C@@H]21	15	5	-6	1	1	10	-4	98	-1.8	-8
CCN(CC)C(=O)c1ccc(NC(=O)c2sccc2-c2ccccc2)cc1	3	0	-2	6	-4	4	1	99	-0.2	10
N=C1c2ccccc2CN1NC(=O)C1CC1	-10	-4	-7	1	-1	-3	1	91	0.0	3
Cc1c(NP(=S)(C(C)(C)C)C(C)(C)C)c(=O)n(-c2ccccc2)n1C	15	-1	-7	-1	-2	4	1	100	-2.4	4
CC/C(=N\N1CCCCCC1)c1c(O)n(-c2ccccc2C)c(=O)[nH]c1=O	3	-4	-5	3	-3	-4	2	96	1.7	22
COc1ccc(OC)c(N2C(=O)NC(=O)C3(Cc4cc(C)ccc4N(C)C3)C2=O)c1 (configuration not stated)	8	2	-6	-2	1	25	-1	107	-0.3	-2
CC(=O)Nc1ccccc1C(=O)OCc1ccc(C(=O)c2ccccc2)cc1	13	6	-3	3	0	-15	-2	93	-0.3	9
CCN(CC)C(=O)c1ccc(NC(=O)c2ccc(-c3nn(C)c(=O)c4ccccc34)cc2)cc1	-1	8	-7	0	-3	6	-4	102	-1.4	26
CN1CC[C@@]23CCCC[C@@H]2[C@@H]1Cc1ccc(O)cc13	4	13	-5	-4	9	-4	-1	104	-0.2	9
CCCNC(=O)N1[C@H]2CC[C@@H]1C(C(=O)OC)=C(c1ccc(F)cc1OCc1ccccc1)C2	5	6	x	-4	0	12	46	96	-1.9	4
COc1cc(CN2CCCC(C(=O)c3sccc3C)C2)cc(OC)c1O (configuration not stated)	-1	2	-7	-4	-4	-6	1	105	-1.4	4
COc1ccc(C2N(c3cc(C)on3)C(=O)C3CCCN32)cc1 (configuration not stated)	-7	-1	-19	5	0	-1	2	101	-2.0	-1
C1CCC(NC2CCCCC2)CC1	x	-8	x	-1	-2	5	3	102	-0.6	12
Cc1ccc(N2C(=O)CC(=O)NC2=O)cc1	-1	21	-7	-1	0	1	0	100	-1.5	4
CC(C)c1ccc(-n2c(O)c(C=NCCN3CCNCC3)c(=O)[nH]c2=S)cc1	2	6	-4	-10	2	3	1	111	1.2	11
Cc1ccc(NP(=O)(c2ccccc2)c2nc3ccccc3s2)cc1 (configuration not stated)	-1	2	-5	-1	-3	5	2	97	-0.2	17
CN1c2ccc([N+](=O)[O-])cc2CC2(C(=O)NC(=O)N(c3ccccc3)C2=O)C1c1ccccc1 (configuration not stated)	-11	3	-5	1	-12	0	15	101	-0.1	8
Cc1cc(NC(=O)CCC(=O)N2CCC3(CC2)OCCO3)no1	1	1	-4	-2	1	-2	0	106	0.5	14
Cc1ccc(-c2cc(-c3ccccc3)cc(-c3ccccc3)[n+]2-c2ccc(C(=O)O)cc2)cc1	3	12	-4	12	1	-5	2	95	0.3	1
CCCSc1nc(O)c(CC)c(=O)n1C(C)CC (configuration not stated)	4	10	-5	3	3	3	-1	103	0.3	-6
Nc1ncnc2c1ncn2[C@@H]1O[C@H](COP(=O)(O)CP(=O)(O)O)[C@@H](O)[C@H]1O	-5	4	-5	0	-1	4	-1	96	0.9	4
COC(=O)C1=C(c2ccccc2OCc2ccccc2)C[C@@H]2CC[C@H]1N2C(=O)NCc1ccc(C(C)(C)C)cc1	-4	-3	-6	-4	-12	-6	27	100	0.5	9
COc1ccccc1N1C(=O)NC(=O)/C(=C/c2ccc3c4c(cccc24)CC3)C1=O	0	20	-5	1	2	3	-2	100	2.2	20
CCn1c(O)c(C=NCCc2c[nH]c3ccccc23)c(=O)[nH]c1=O	20	0	-8	4	4	13	0	98	-1.3	3
C[C@]12CC[C@H](OS(=O)(=O)O)CC1=CC[C@@H]1[C@@H]2CC[C@]2(C)C(=O)CC[C@@H]12	-4&-6&6	1&-2&-10	-6&-5&-5	15*!	0&1&1	18&0&-1	0&-3&-1	97&102&103	-0.8&-0.1&-0.5	0&6&-9
O=P1(Nc2ccc(F)cc2)COc2ccccc2OC1	-7	4	-6	1	1	8	-2	100	-1.1	1
CCCCCCn1c(O)c(C=NCCCn2ccnc2)c(=O)[nH]c1=O	6	3	-5	-3	1	4	-2	112	-1.3	-1
CC(C(N)=O)N1CC(c2ccccc2)CC1=O (configuration not stated)	2	7	x	2	4	-22	1	101	-1.2	6

(cont.)
SMILES	PDI inh	ABHD5 PLIN5 PPI	CaV13 FRET inh	HTR2A ag	N-glyco inh	H9c2 protect	Exocytosis inh	ABCB6 inh 2	MC4R ag barr	MC4R antagonist
CC1CN=C(Nc2ccc(N(C)C)cc2)S1 (configuration not stated)	0	-2	-5	0	0	-1	0	97	-0.5	-2
COCC(C)OC(=O)c1c(N)n(Cc2ccco2)c2nc3ccccc3nc12 (configuration not stated)	21	4	1	-1	7	19	-1	101	-1.1	6
CC(CN(C)C1CCN(C)CC1)c1ccccc1 (configuration not stated)	-6	-7	-2	3	-1	5	25	100	-0.7	2
CCOC(=O)c1c(C)n(C(C)C)c2ccc(OC(=O)c3ccc(N4C(=O)CCC4=O)cc3)cc12	1	5	-3	16*	1	0	0	94	0.8	6
COc1ccc(OC)c(-n2c(O)c(C=NCCN3CCNCC3)c(=O)[nH]c2=S)c1	2	7	-6	-6	2	-2	-5	100	-2.0	6
COc1cccc(-n2c(O)c(C=NCCN3CCNCC3)c(=O)[nH]c2=S)c1	4	-7	-5	-7	4	-1	-6	99	-1.6	4
COc1ccc(-n2c(Cc3cccc([N+](=O)[O-])c3)nc3ccccc3c2=O)cc1	-4	1	-3	12	0	7	-3	101	2.7	-2
O=C(NCc1cccnc1)C(Cl)(Cl)Cl	-4	2	-3	24*	3	5	-5	100	-1.3	7
CC(=O)C1(c2ccccc2)CCN(C(=O)C2CCC(=O)N(CCc3cccc(F)c3)C2)CC1 (configuration not stated)	5	-7	-7	0	3	6	-1	95	-1.6	6
COc1c(/C=C2/C(=O)NC(=O)N(C)C2=O)c(CCN(C)C(=O)c2ccccc2)cc2c1OCO2	x	20	x	-2	0	4	-6	99	0.0	13
CN1CCC(O)(c2ccccc2)C2CCCC21 (configuration not stated)	9	3	-7	-3	0	6	-4	103	0.2	15
Cn1cc(C(=O)NC2CC2)c2ccccc21	-14	5	-2	1	1	-2	-12	100	-0.7	8
O=C1NC(=O)N(c2ccccc2)C(=O)/C1=C\c1ccccc1[N+](=O)[O-]	14	24*	-20	-1	0	4	-2	100	-1.4	8
Cc1cc(OC(=O)N(C)C)n(-c2ccccc2)n1	6	1	-8	-4	0	-5	-3	95	0.2	8
O=C1NCN(c2ccccc2)C12CCN(C(c1ccccc1)c1nnnn1-c1ccc3c(c1)OCCO3)CC2 (configuration not stated)	x	10	-6	5	2	8	3	104	x	x
Cn1c(N2CCNCC2)nc2ccccc21	-4	-5	-7	6	-1	1	0	102	-1.9	-1
O=C(Nc1cccc(OC(=O)N2CCCCC2)c1)N1CCOCC1	5	10	-2	7	2	-1	4	94	0.9	-1
CCC(=NCCC(c1ccccc1)c1ccccc1)c1c(O)[nH]c(=O)[nH]c1=O	-1	1	-4	-2	3	22	-1	97	-1.1	-9
Cc1cccc(NC2=NCCCS2)c1C	-15	1	-5	7	1	2	0	101	-0.5	1
O=c1[nH]c(O)c(N=Nc2ccc(S(=O)(=O)N3CCOCC3)cc2)c(=O)[nH]1	-1	3	10	3	4	6	2	97	-2.1	-7
Fc1ccc(CNCCc2ccccc2F)cc1	2	3	-3	-5	0	2	-10	101	0.3	18
CCOC(=O)C(NC(=O)CC)(Nc1ccc(C(O)(C(=O)OCC)C(F)(F)F)cc1C)C(F)(F)F (configuration not stated)	0	-11	-5	-6	2	4	-1	97	-0.8	-2
CCN1CCN(C(=O)Cc2coc3ccc4ccccc4c23)CC1	-11	8	-3	1	-1	1	0	102	0.3	0
c1cc2c(cc1N1CCOCC1)CNCc1cnnn1-2	x	2	-9	5	2	1	2	98	x	x
CC1(C)N=C(c2ccccc2)[C@@H]2C(c3ccc([N+](=O)[O-])cc3)N21 (some centres not stated)	-4	-5	-20	1	2	-4	8	99	-1.8	8
CC(C)(C)n1cc(C(=O)c2ccccc2)cc1-c1ccccc1	4	-12	-16	-4	-6	-4	20	97	1.2	13
O=C(c1ccc(N2CC3CC(C2)c2cccc(=O)n2C3)c([N+](=O)[O-])c1)N1CCCCC1 (configuration not stated)	-4	0	-2	2	1	3	0	103	-0.6	10
COC(=O)C1=C(c2cc3ccccc3o2)C[C@@H]2CC[C@H]1N2C(=O)NCc1ccccc1	2	-9	-6	-10	-1	-5	9	97	-0.8	4
COc1ccc(S(=O)(=O)N2CC3CC(C2)c2cccc(=O)n2C3)cc1 (configuration not stated)	2	0	-2	2	1	0	-1	96	-1.6	0
COc1ccc(C(O)P(=O)(OC(C)C)OC(C)C)cc1 (configuration not stated)	0	-6	-4	11	1	-1	43	103	-1.2	3

Other results
SMILES	PDI inh	ABHD5 PLIN5 PPI	CaV13 FRET inh	HTR2A ag	N-glyco inh	H9c2 protect	Exocytosis inh	ABCB6 inh 2	MC4R ag barr	MC4R antagonist
CCC1(CC(C)C)C(=O)NC(=S)NC1=O	4	-9	-6	4	2	0	0	103	1.1	0
Cc1ccc(OC(F)F)c(N2C(=O)C3C4CCC(O4)C3C2=O)c1 (configuration not stated)	14	-7	-16	3	1	-1	2	103	-0.8	9
CCn1c(O)c(/C=N/NC(=O)c2ccccc2)c(=O)[nH]c1=S	0	6	-15	0	4	-2	13	89	0.9	-3
O=C(CN1CCCCC1)Nc1ccc(Br)cc1C(=O)c1ccccc1Cl	6	-1	-4	5	-4	-5	1	97	-2.4	13
O=C1CSC2(CN3CCC2CC3)N1 (configuration not stated)	-3	4	x	4	0	10	1	96	-2.2	8
CCOP(=O)(Cc1ccc(C#N)o1)OCC	19	3	-5	6	1	1	0	99	-0.4	2

Single records, from the list above.
`O=C1CSC2(CN3CCC2CC3)N1` (configuration not stated) reads PDI inh = -3; ABHD5 PLIN5 PPI = 4; CaV13 FRET inh = x; HTR2A ag = 4; N-glyco inh = 0; H9c2 protect = 10; Exocytosis inh = 1; ABCB6 inh 2 = 96; MC4R ag barr = -2.2; MC4R antagonist = 8
`CCC1(CC(C)C)C(=O)NC(=S)NC1=O` reads PDI inh = 4; ABHD5 PLIN5 PPI = -9; CaV13 FRET inh = -6; HTR2A ag = 4; N-glyco inh = 2; H9c2 protect = 0; Exocytosis inh = 0; ABCB6 inh 2 = 103; MC4R ag barr = 1.1; MC4R antagonist = 0
